# Bioassay records from PubChem.
# C8 TRAIL sens = caspase-8 TRAIL sensitization; hit rate 1% among 360,000; NB7+C8 cells + TRAIL, ATPlite viability luminescence; inhibition (viability loss, TRAIL sensitization), % at 10 µM;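 active means compounds causing at least 50% loss of cell viability in the single-dose screen, relative to plate controls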
# LMP1 NFkB inh = Epstein-Barr LMP1 NF-kappaB reporter inhibition; LMP1-induced NF-kappaB luciferase reporter cells, luminescence; inhibition, % at 12.5 µM; hit rate 0.69% among 350,000; in the data active means inhibition above about 41%;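 further: 0% = neutral control wells and 100% = reference inhibitor control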
# CF NFkB block = cystic fibrosis NF-kB activation inhibition | KKLEB NF-kB-GFP reporter, PAF-induced, GFP fluorescence overnight | inhibition, % at 5 µM | hit rate 0.86% among 360,000 | AID 588850;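 active means at least 50% inhibition at 5 µM, scaled per plate between neutral and stimulator controls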;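 further: PAF is a Pseudomonas aeruginosa culture filtrate used as stimulus; plate controls were PAF-stimulated DMSO wells for no effect and unstimulated DMSO wells for full effect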
# TWEAK-Fn14 inh = TWEAK-Fn14 signaling inhibition; TWEAK-stimulated Fn14 reporter cells, luciferase luminescence, 8 h; inhibition, % at 10 µM; hit rate 2% among 360,000; AID 1159606; in the data active means inhibition above about 50%
# NR5A2 inv ag = inverse agonists of human LRH-1 (NR5A2) | AID 602396 | HEK293T StAR-luciferase reporter, LRH-1 transfected, 24 h | hit rate 0.13% among 360,000 | inhibition, % at 3.6 µM | O00482;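 active means inhibition above the mean inhibition of all tested compounds plus 3 SD, cut at about 73% in these data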;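 further: 0% = DMSO wells and 100% = reporter-only cells lacking LRH-1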
# Target sequence (O00482 whole entry, looked up): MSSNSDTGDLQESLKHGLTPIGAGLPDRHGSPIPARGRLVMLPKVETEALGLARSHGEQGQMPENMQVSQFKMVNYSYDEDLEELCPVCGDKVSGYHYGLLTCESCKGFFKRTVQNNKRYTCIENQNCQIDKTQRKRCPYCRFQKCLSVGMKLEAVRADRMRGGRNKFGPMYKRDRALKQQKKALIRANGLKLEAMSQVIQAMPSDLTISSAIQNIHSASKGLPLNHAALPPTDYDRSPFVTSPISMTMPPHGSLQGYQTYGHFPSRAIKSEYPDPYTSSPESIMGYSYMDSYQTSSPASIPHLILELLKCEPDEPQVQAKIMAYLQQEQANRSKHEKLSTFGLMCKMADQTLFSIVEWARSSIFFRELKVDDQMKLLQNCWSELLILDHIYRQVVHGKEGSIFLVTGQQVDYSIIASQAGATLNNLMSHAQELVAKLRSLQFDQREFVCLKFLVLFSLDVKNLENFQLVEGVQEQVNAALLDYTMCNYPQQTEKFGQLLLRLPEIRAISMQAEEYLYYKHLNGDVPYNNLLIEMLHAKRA
# NR2F2 inh = NR2F2 (human) inhibition, primary screen; P24468; HEK293T NGFI-A luciferase reporter, luminescence; inhibition, % at 8.6 µM; hit rate 0.7% among 370,000; AID 686940;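 active means inhibition above a per-plate cutoff, mean inhibition of test wells between control levels plus 3 SD, cut at about 38% in these data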;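 further: cells cotransfected with COUP-TFII expression vector driving the NGFI-A reporter; 0% = median of COUP-TF2 test wells and 100% = reporter-only cells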
# Target sequence (P24468 whole entry, looked up): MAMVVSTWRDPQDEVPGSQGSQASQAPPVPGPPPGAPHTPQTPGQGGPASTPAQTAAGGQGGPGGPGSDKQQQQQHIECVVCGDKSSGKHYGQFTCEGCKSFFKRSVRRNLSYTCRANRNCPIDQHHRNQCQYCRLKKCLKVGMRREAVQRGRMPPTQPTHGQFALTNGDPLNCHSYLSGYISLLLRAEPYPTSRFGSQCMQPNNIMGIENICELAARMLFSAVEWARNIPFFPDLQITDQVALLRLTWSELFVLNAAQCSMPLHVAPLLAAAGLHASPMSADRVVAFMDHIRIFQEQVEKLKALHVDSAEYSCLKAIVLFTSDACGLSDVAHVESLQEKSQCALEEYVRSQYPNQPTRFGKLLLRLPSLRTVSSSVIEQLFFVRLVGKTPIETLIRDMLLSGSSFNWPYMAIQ
# KKLEB cytotox = counter-screen for CF NF-kB inhibitors: cytotoxicity; KKLEB CF airway cells viability, ATPlite luminescence, overnight; active compounds read low; cells stimulated with P. aeruginosa culture filtrate; hit rate 0.36% among 360,000; activity change (cytotoxicity), % at 5 µM; AID 602141;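 active means corrected activity change at or below -50% at 5 µM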
# TROY NFkB inh = blocks TROY-dependent signaling in reporter cells; Q293 LMP1-TROYcd NF-kB luciferase reporter, 4 h; inhibition, % at 10 µM; hit rate 0.98% among 360,000;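 active means compounds whose plate-normalised and pattern-corrected inhibition of the luciferase reporter signal at the single screening dose is 50% or more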
# SRC1 inh = inhibitors of human steroid receptor coactivator 1 (SRC1) | Q15788 | HEK293 GAL4-SRC1 luciferase reporter, luminescence | inhibition, % at 3.6 µM | hit rate 0.12% among 360,000;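 active means inhibition above the campaign mean plus 3 SD, with each screening campaign given its own cutoff, cut at about 60% in these data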;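 further: 0% = DMSO treated cells and 100% = gossypol at 36 µM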
# Shn3 3UTR inh = Schnurri-3 reporter inhibition in Clone20 osteoblasts. Clone20 osteoblast Shn3 3'UTR firefly luciferase, 24 h. inhibition, % at 12.5 µM. hit rate 0.52% among 360,000. AID 588674;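 active means mean inhibition of at least 75% with every replicate also reaching 75%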;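 further: 0% = median of neutral control wells and 100% = pilot-screen positive control compound; some compounds past the cut are filed as inactive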
# NCOA3 inh = inhibits human SRC3 coactivator; Q9Y6Q9; HEK293 GAL4-SRC3 luciferase reporter, luminescence; inhibition, % at 3.6 µM; hit rate 0.17% among 360,000; AID 588352;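 active means inhibition above a per-campaign cutoff, the mean of all compounds plus 3 SD, cut at about 60% in these data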;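 further: 0% = DMSO-treated cells and 100% = gossypol-treated cells at 36 µM; higher means less SRC3-driven luciferase light from the GAL4 reporter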
# Starred values were filed as active, the others as inactive; · = no result given.
SMILES,C8 TRAIL sens,LMP1 NFkB inh,CF NFkB block,TWEAK-Fn14 inh,NR5A2 inv ag,NR2F2 inh,KKLEB cytotox,TROY NFkB inh,SRC1 inh,Shn3 3UTR inh,NCOA3 inh
Cc1cc(Cl)cc(Cl)c1CNc1c([N+](=O)[O-])c(=O)oc2ccccc12,3.6,-9.9,21.1,19.3,4.2,-4.9,1.3,31.2,8.6,-24.0,3.9
CCc1nnc(NC(=O)Cc2ccc(S(=O)(=O)N3CCCCC3)cc2)s1,-0.9,3.3,16.0,9.1,-5.0,7.7,-4.2,-15.2,-6.4,-12.1,3.0
CC(=O)Nc1ccc(OS(=O)(=O)c2ccc([N+](=O)[O-])cc2)cc1,-7.6,3.3,-14.5,-3.2,27.1,9.7,-5.2,-5.3,1.2,-15.2,20.2
COC(=O)C1=C(C)OC(N)=C(C#N)C1c1ccccc1 (stereo unspecified),-7.2,2.1,-0.9,-14.9,4.5,14.7,6.7,-1.5,-3.3,-2.2,0.3
O=C(NNC(=O)C1CC1c1ccccc1)Nc1ccccc1 (stereo unspecified),-1.3,4.6,-3.9,-6.2,5.3,-0.2,-3.4,9.3,0.7,1.0,-1.4
Cc1ccc(Cn2cccc(NC(=O)NCc3ccccc3)c2=O)cc1,-9.8,17.7,5.0,-1.9,4.7,21.4,5.6,11.3,-4.7,15.5,-1.6
COc1ccc(CNC(=O)C2CCN(C(=O)[C@@H](CC(C)C)NC(=O)OC(C)(C)C)CC2)cc1,2.6,0.7,10.8,3.2,2.3,22.6,-9.8,12.7,-3.2,5.0,3.7
CC(C)CCNC(=O)CN(Cc1ccccc1)C(=O)CCC(=O)Nc1nccs1,0.8,-9.2,10.5,-11.2,5.7,-7.8,-4.2,-18.1,-2.1,-1.8,5.7
O=C(NCc1ccc(OC(F)(F)F)cc1)C1CC(c2ccccc2C(F)(F)F)=NO1 (stereo unspecified),-18.0,-3.7,-26.0,-12.9,16.6,3.1,2.2,11.4,1.5,-4.6,26.2
N#CCSCC(=O)Nc1ccccc1,-1.7,-2.8,6.2,-1.8,4.2,-10.3,0.6,-21.4,-2.4,-25.6,0.4
COc1ccc(SC[C@H](C)CN2CC[C@H](C(C)(C)C)CCC2=O)cc1,12.9,-4.6,18.1,0.4,3.1,27.4,-8.3,-11.0,-18.6,29.3,2.8
O=C(NCc1ccccn1)c1ccc(Cn2c(=S)[nH]c3ccccc3c2=O)cc1,-7.7,12.0,24.6,-25.8,14.6,11.8,-3.1,9.3,-26.3,21.4,6.4

# Quoted from the listing:
# CCc1nnc(NC(=O)Cc2ccc(S(=O)(=O)N3CCCCC3)cc2)s1 – C8 TRAIL sens: -0.9
# O=C(NNC(=O)C1CC1c1ccccc1)Nc1ccccc1 (stereo unspecified) – NCOA3 inh: -1.4

# Further results follow.
SMILES,C8 TRAIL sens,LMP1 NFkB inh,CF NFkB block,TWEAK-Fn14 inh,NR5A2 inv ag,NR2F2 inh,KKLEB cytotox,TROY NFkB inh,SRC1 inh,Shn3 3UTR inh,NCOA3 inh
NS(=O)(=O)c1ccc(-n2nncc2C23CC4CC(CC(C4)C2)C3)cc1,-12.7,1.9,9.4,2.3,-19.3,-4.8,-12.7,6.4,6.3,-6.7,5.8
Cc1ccc(S(=O)(=O)N2CCC(C(=O)N/N=C/c3ccccc3[N+](=O)[O-])CC2)cc1,0.0,0.9,-20.7,18.9,-20.6,-13.7,2.7,-14.2,1.6,3.8,5.8
C[C@@H]1CN([C@H](C)CO)C(=O)CCCn2nncc2CO[C@H]1CN(C)S(=O)(=O)c1ccccc1,8.3,1.3,-16.4,-6.4,7.8,6.3,6.1,5.2,-14.8,-19.0,-20.5
CN1CC[C@]23c4ccccc4N[C@H]1[C@]21CCN(C)[C@H]3Nc2ccccc21,2.9,5.9,-2.4,6.4,10.0,-15.1,-5.9,7.8,-5.2,8.3,7.7
Nc1cccc(C(=O)OCC(=O)Nc2cccc3c2C(=O)c2ccccc2C3=O)c1,-3.0,16.4,-93.3,-42.0,33.8,8.1,14.7,-15.0,-7.7,-5.5,3.8
CCCCn1c(N)c(N(CC(C)C)C(=O)c2ccc(-n3c(C)ccc3C)cc2)c(=O)[nH]c1=O,-10.1,-33.2,14.1,10.6,0.4,11.1,-15.5,2.9,-22.1,-37.7,-23.1
N=c1oc2cc(O)ccc2cc1C(=O)Nc1nc2ccccc2s1,-2.4,-35.5,6.1,53.2*,-42.9,11.6,-5.7,50.2*,-27.1,-38.8,-35.0
COc1ccc(OCC(=O)N(Cc2sccc2C)C2CCS(=O)(=O)C2)cc1 (stereo unspecified),3.1,-1.4,8.7,29.7,-8.2,-18.9,12.4,1.8,13.1,5.9,-12.1
C/C(CC(=O)Nc1cc(Cl)ccc1C)=N\NC(=O)C(=O)N1CCCC1,3.2,0.7,-20.5,6.2,-9.0,10.2,7.7,-10.3,6.7,13.3,9.7
CSc1ccc(CN(C)CC(=O)NCc2ccc(F)cc2)cc1,-1.0,2.9,1.7,7.5,-7.9,5.6,9.9,12.9,2.2,-5.0,16.1
COC(=O)C1=C(C)N(C2CCCCC2)C(=O)/C1=C\c1cccs1,2.6,4.0,14.6,3.0,37.3,12.5,-16.0,7.5,-14.8,25.2,7.5
COC(=O)c1cc2cc(NS(=O)(=O)c3ccc(C)cc3)ccc2s1,-9.2,-6.4,0.3,-6.1,1.4,5.9,-4.0,3.8,-9.5,-25.0,0.2
O=C1C(C=Nc2ccccc2)=C(O)c2ccccc21,49.9*,10.6,-21.9,60.8*,-145.2,-42.7,-11.5,52.5*,-111.0,-99.0,-116.1
O=C1CC(NCc2ccccc2)C(=O)N1c1ccc(F)cc1 (stereo unspecified),4.2,2.9,-20.3,-20.9,-12.2,-2.2,20.8,-19.0,-6.2,-14.3,2.2
N#C/C(=C\c1cccnc1)c1ccccc1[N+](=O)[O-],6.2,1.6,24.3,3.1,16.1,3.0,0.2,-5.9,-4.6,-25.4,6.5
O=C(NC1CCCC1)C1CC1c1ccccc1 (stereo unspecified),19.3,1.1,0.7,-22.5,2.6,3.3,7.5,1.4,7.6,4.2,5.5
CC(C)[C@H](NC(=O)CCCn1nnc2ccccc2c1=O)C(=O)O,-8.0,-8.4,3.7,0.8,8.7,4.3,2.5,-3.6,1.9,-3.2,18.9
Cc1ccccc1N1CC(c2nc3ccccc3[nH]2)CC1=O (stereo unspecified),-7.8,5.2,-19.1,4.4,-11.8,1.4,-1.0,-47.4,-5.4,-2.3,-2.7
COc1ccc(OC)c(CNC(=O)C2CCCN(c3nc4ccccc4o3)C2)c1 (stereo unspecified),-4.0,-4.0,-3.0,5.0,11.4,-0.2,2.6,6.4,-8.8,16.7,20.1
Cc1ccccc1NC(NC(=O)c1cccnc1)C(Cl)(Cl)Cl (stereo unspecified),1.3,0.8,0.0,-0.6,12.4,-18.8,7.8,5.0,10.0,12.7,23.7
O=C(CSc1cn(CCNC(=O)c2ccccc2)c2ccccc12)NCC1CCCO1 (stereo unspecified),-0.4,6.9,11.4,9.2,3.4,9.8,-9.8,12.2,-5.9,11.6,0.9
Cc1[nH]c2ccccc2c1SCC(=O)NNC(=O)Nc1ccc(OC(F)(F)F)cc1,14.2,-0.3,-18.0,-10.6,13.6,17.8,1.4,3.0,5.6,-9.5,20.5
COc1ccc(N2CCN(C(=O)c3oc4ccccc4c3NC(=O)CCc3cc(OC)no3)CC2)cc1,-6.8,2.0,-7.9,-8.7,6.6,10.7,10.4,-10.4,25.7,9.3,-17.4
O=C(N1CCCCC1)C1(c2ccccc2)CCOCC1,-0.6,-4.8,-12.7,-5.6,10.0,-9.4,-4.5,-15.3,-25.3,8.6,5.8
Cc1ccc(CCNC(=O)CCS(=O)(=O)c2ccc3nc(C)sc3c2)cc1,0.2,-7.5,-28.3,-6.8,-1.1,22.4,11.0,-16.5,-1.7,-6.7,6.0
O=C(CC12CC3CC(CC(C3)C1)C2)NC(=S)Nc1ccc(CN2CCOCC2)cc1,6.7,6.2,5.8,2.1,5.1,12.9,-11.4,11.0,-2.9,12.3,5.1
Cc1sc2ncnc(N3CCN(S(=O)(=O)c4ccccc4)CC3)c2c1C,34.0,6.4,9.1,74.0*,-6.0,·,-5.0,4.5,-6.7,94.0*,-11.5
O=C1CSC(=S)N1N=Cc1ccc(OCc2ccccc2)cc1,23.1,-61.3,-14.8,-55.3,11.6,6.2,21.7,-52.9,-66.6,-15.9,-57.2
CCn1nc(C)cc1C(=O)N1CCCC(C(=O)c2ccc(OC)cc2C)C1 (stereo unspecified),3.3,0.9,7.1,-4.2,-19.5,14.8,-12.0,-0.7,0.1,18.8,-2.4
NC(=S)n1[nH]c(-c2ccc([N+](=O)[O-])cc2)c(N=Nc2ccccc2[N+](=O)[O-])c1=O,4.2,-2.3,-37.5,-5.7,1.0,-2.5,4.0,2.9,-64.8,9.4,-0.9
CCCn1c2ccccc2c2cnn(CC(=O)NCCN(CC)CC)c(=O)c21,-3.1,-8.6,6.7,-7.3,0.8,-7.8,-0.4,-13.5,10.5,36.8,-9.4
Cc1ccc(C(=O)NCc2ccco2)c(C)c1,11.6,-11.1,-14.7,20.4,-1.3,-22.7,11.9,-17.9,-43.2,-74.1,-19.3
CC(C)C(=O)Nc1nc(-c2ccc3c(c2)CCN3C(=O)C2CC2)cs1,7.3,-2.6,-12.8,-13.6,-37.8,-30.5,4.3,21.3,-26.2,-27.3,-42.3
O=C(O)C1(P(=O)(c2ccc(Cl)cc2)c2ccc(Cl)cc2)CC1,7.3,-2.1,11.3,-1.8,-2.0,2.3,-4.1,-10.4,-3.6,2.9,25.1
O=C1Nc2ccccc2C(O)(C(=O)NCc2ccc3c(c2)OCO3)N1c1ccc(Cl)c(Cl)c1 (stereo unspecified),1.5,1.7,-9.3,6.9,-5.3,-9.8,0.3,-0.3,-15.0,-1.1,11.1
Cc1cc2[nH]c(=O)c(=O)[nH]c2cc1S(=O)(=O)Nc1cccc(F)c1,-3.1,-15.4,-16.7,-11.2,-7.8,2.1,5.8,13.0,-3.4,-13.8,-17.1
O=C(N/N=C/c1cn(-c2ccccc2)nc1-c1cccs1)c1ccncc1,3.8,-6.4,-14.9,40.3,-29.0,-22.9,-1.4,-20.9,-22.4,7.9,-33.1
CC(=O)Nc1ccc(C(=O)CSc2nnnn2C)cc1,-8.3,-4.6,-4.6,-13.4,-10.1,-18.2,4.7,-19.6,-11.3,-1.5,-4.5
Cc1ccc2nc(SCC(=O)N/N=C/c3ccco3)cc(C)c2c1,-8.7,0.6,-3.4,13.8,5.5,11.7,11.4,3.7,-16.2,0.8,13.2
COc1cccc(NC(=O)CN(C)CC(=O)Nc2ccc3c(c2)OCO3)c1,-14.6,-1.6,15.9,-11.9,-5.7,-15.3,-3.7,11.1,5.3,-14.4,2.7
O=C(CSc1nnc(Nc2ccccc2F)s1)NC(=O)CN1CCCC1=O,-6.9,-4.4,9.3,0.7,-24.9,-1.7,-1.8,4.1,-23.0,-19.9,-35.3
O=C(O)CCCCCNC(=O)c1ccc(Br)cc1,-2.1,-4.9,-15.3,10.5,9.7,-9.8,-9.6,10.2,-0.7,21.7,1.8
C[C@@H](C(=O)NCCc1ccc(F)cc1)N1C(=O)N2CCc3c([nH]c4ccccc34)[C@@]2(C)C1=O,9.9,2.2,0.2,29.1,10.4,24.0,2.0,13.0,-2.8,33.0,22.3

# These rows are one share of the data; count on the stated rates, not on these rows.
